Compound activity: PubChem BioAssay, several laboratories
ABCB1 block: inhibitors of human ABCB1 transporter, ABCG2 counter-screen. P08183. CCRF-Adr cells, JC-1 efflux, flow cytometry. inhibition, % at 6.6 µM. 0.067% of 190,000 active. AID 1326; in the data active = inhibition above about 40%;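 also: 0% = vehicle and 100% = reference inhibitor; higher value means more JC-1 retained so stronger ABCB1 efflux block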
Mcl1-Noxa inh: Mcl-1/Noxa interaction inhibition; 1.5% of 220,000 active; AID 1022; inhibition, % at 21.7 µM; Q07820; TR-FRET Mcl-1/Noxa peptide binding, 2 h;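 active = compounds that cut the protein-peptide binding signal by more than 50% relative to plate controls in a single-dose test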;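 also: His-tagged Mcl-1 with rhodamine Noxa BH3 peptide and terbium anti-His antibody; 0% = Mcl-1 plus Noxa peptide wells and 100% = peptide-only wells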
Target sequence (Q07820 whole entry, looked up): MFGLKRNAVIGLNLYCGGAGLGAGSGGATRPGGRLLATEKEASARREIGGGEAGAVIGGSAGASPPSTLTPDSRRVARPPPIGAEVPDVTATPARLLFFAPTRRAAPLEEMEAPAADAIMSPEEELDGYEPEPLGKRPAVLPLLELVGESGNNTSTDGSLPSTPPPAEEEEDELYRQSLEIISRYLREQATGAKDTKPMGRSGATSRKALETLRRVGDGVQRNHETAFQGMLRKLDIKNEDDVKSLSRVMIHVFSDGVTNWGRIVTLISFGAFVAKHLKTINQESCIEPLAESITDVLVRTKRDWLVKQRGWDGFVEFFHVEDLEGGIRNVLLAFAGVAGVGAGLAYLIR
Mcl1 Bid PPI: disrupts binding of human Mcl-1 to Bid peptide. Q07820. TR-FRET Mcl-1/Bid-Dy647 peptide binding, 1536-well. inhibition, % at 21.7 µM. 0.97% of 220,000 active;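 active = compounds that cut the binding signal by more than half at the single screening dose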;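 also: His-tagged Mcl-1 with europium anti-His antibody binding Bid BH3 peptide; 0% = Mcl-1 plus peptide wells and 100% = peptide-only wells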
Pf gamet viab: kills late stage P. falciparum gametocytes | inhibition, % at 10.9 µM | 0.065% of 150,000 active | AID 743093 | P. falciparum stage V gametocytes, ATP luminescence, 24 h;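 active = inhibition above the mean plus 3 SD of compounds within the control limits, set per campaign, cut at about 38% in these data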;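 also: 0% = DMSO wells and 100% = medium only without gametocytes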
Avidin fluor: avidin bead compound fluorescence profile; 0.38% of 220,000 active; AID 1775; Avidin beads, compound fluorescence 488/530 nm, flow cytometry; active compounds read high; fluorescence (KMESF) at 10 µM; in the data active = fluorescence above about 47; also: inactives centre near 10
GSH bead fluor: compound fluoresces at 488/530 nm on GSH beads; AID 1776; 0.25% of 190,000 active; fluorescence (KMESF) at 10 µM; GSH beads flow cytometry, compound fluorescence 488/530 nm; active compounds read high; in the data active = fluorescence above about 89;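 also: glutathione beads carrying GST-tagged Bcl family fusion proteins plus one bare bead set; values are compound well signal with DMSO vehicle wells as background; inactives centre near 16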
RGS8-Gao reg: modulates binding of RGS8 to human Galphao. response (percent of control binding), % at 10 µM. P09471. AID 1423. multiplexed bead flow cytometry; actives lie on both sides. 0.34% of 220,000 active; in the data active = response below about 60% or above about 140%; inactive = in between;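 also: Galphao activated as the GDP aluminium fluoride complex binding bead-coupled RGS8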
Target sequence (P09471 whole entry, looked up): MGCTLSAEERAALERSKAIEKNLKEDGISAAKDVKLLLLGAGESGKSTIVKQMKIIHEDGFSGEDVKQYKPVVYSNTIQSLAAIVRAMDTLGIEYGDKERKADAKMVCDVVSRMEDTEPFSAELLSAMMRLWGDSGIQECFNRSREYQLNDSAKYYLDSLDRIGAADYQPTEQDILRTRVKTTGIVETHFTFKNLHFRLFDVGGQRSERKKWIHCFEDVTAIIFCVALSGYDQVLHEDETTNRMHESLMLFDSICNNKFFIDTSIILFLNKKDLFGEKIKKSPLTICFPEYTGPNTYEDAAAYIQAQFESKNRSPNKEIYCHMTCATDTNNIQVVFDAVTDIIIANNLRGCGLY
RGS7-Gao reg: human RGS7-Galphao interaction regulation. P09471. Multiplexed bead flow cytometry, RGS7-Galphao binding; actives lie on both sides. binding response (% of control), % at 10 µM. 0.35% of 220,000 active. AID 1439; in the data active = binding response below about 49% or above about 150%; inconclusive = no clear call, values can overlap the other calls; inactive = in between;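 also: fluorescent Galphao held in activated GDP-AlF4 state binding bead-coupled RGS7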
ABCG2 inh: human ABCG2 inhibition, ABCB1 as counter-screen. Q9UNQ0. IgMXP3 cells, JC-1 efflux, flow cytometry. AID 1325. 0.1% of 190,000 active. inhibition, % at 6.6 µM;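 active = inhibition above 80%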;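 also: 0% = DMSO and 100% = nicardipine control wells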
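Read-out basis: Efflux inhibition in percent versus controls | Test system: ABCG2 IgMXP3 and barcoded ABCB1 CCRF-Adr cell mix | Quantity: 3 million cells/mL in well | Schedule: 10 min at 25 °C | Control set: Nicardipine as high control, DMSO as low control | Reagent: JC-1 as fluorescent efflux pump substrate | Signal: Flow cytometry of retained JC-1 fluorescence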
Bim-Mcl-1: inhibitors of Bim-Mcl-1 interaction, human | Q07820 | 0.1% of 190,000 active | inhibition, % at 10 µM | Bead-based flow cytometry, Bim peptide-Mcl-1 binding; in the data active = inhibition above about 40%;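 also: 0% = no compound tracer wells and 100% = peptide blocker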
RGS4-Gao reg: modulates binding of RGS4 to human Galphao; binding response (% of control), % at 10 µM; P09471; Multiplexed bead flow cytometry; actives lie on both sides; 0.33% of 220,000 active; AID 1415; in the data active = binding response below about 49% or above about 150%; inactive = in between;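 also: fluorescent Galphao activated with aluminum fluoride binding bead-coupled RGS4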
* = called active by the depositor; u = inconclusive; x = not tested or not shown.

A first look:
SMILES	ABCB1 block	Mcl1-Noxa inh	Mcl1 Bid PPI	Pf gamet viab	Avidin fluor	GSH bead fluor	RGS8-Gao reg	RGS7-Gao reg	ABCG2 inh	Bim-Mcl-1	RGS4-Gao reg
O=S(=O)(c1ccc(F)c(F)c1F)N1CCN(C(=S)NCc2ccccc2)CC1	0.3	-27	-38	-29	11	21	103	100	0	1	104
CN(C)C(=O)CN1CCN(c2nc3nonc3nc2N2CCCCC2)CC1	0.6	4	-19	x	6	19	100	101	0	-4	99

The listing (from the top)
SMILES	ABCB1 block	Mcl1-Noxa inh	Mcl1 Bid PPI	Pf gamet viab	Avidin fluor	GSH bead fluor	RGS8-Gao reg	RGS7-Gao reg	ABCG2 inh	Bim-Mcl-1	RGS4-Gao reg
O=S(=O)(c1ccc(F)c(F)c1F)N1CCN(C(=S)NCc2ccccc2)CC1	0.3	-27	-38	-29	11	21	103	100	0	1	104
CN(C)C(=O)CN1CCN(c2nc3nonc3nc2N2CCCCC2)CC1	0.6	4	-19	x	6	19	100	101	0	-4	99
COC(=O)c1ccc(CSc2nc3ccc(Cl)cc3[nH]2)o1	0.5	26	-21	5	13	19	101	105	5	2	104
Cn1cc(SCC(=O)Nc2nc3ccccc3s2)c2ccccc21	0.0	10	-10	x	13	26	97	96	4	-5	97
COc1cc(C)ccc1OCCOCCOc1cc(C)c(C)cc1Br	0.7	17	-2	-12	9	12	100	97	12	0	97
COc1ccc(OCCC(=O)OCC(=O)NCc2ccccc2)cc1	0.1	0	-19	0	10	11	99	96	3	0	97
CCCN1C(=O)S/C(=C/c2ccc(N3CCOCC3)o2)C1=O	x	-56	-33	-9	7	x	99	u	x	x	98
CCOC(=O)CSc1nc2sc(C)c(C)c2c(=O)n1N	0.5	22	-6	x	3	8	103	101	4	-3	102
Cc1cc(NC(=O)CN2CCN(c3ncccn3)CC2)no1	0.3	18	33	1	11	18	107	100	1	-5	105
CC1=NN(Cc2ccccc2)C(=O)/C1=C/c1ccc(N(C)C)cc1	0.1	-8	-54	x	8	6	100	98	0	0	99
COC(=O)C1=C(NC(=O)c2cccc(OC)c2)CCS1	1.0	-12	-79	x	12	5	99	98	6	-4	100
CN(CCCN1CCOCC1)Cc1cn(C)nc1-c1ccccc1F	0.7	34	9	-10	10	12	100	97	3	-1	100
COc1ccc(/C(C)=N/NC(=S)Nc2cc(C)ccc2C)cc1	0.1	-18	-69	10	12	10	98	u	7	-2	101
CCCCC(NC(C)=O)c1nc2ccccc2n1CCC (stereo unspecified)	-0.5	-11	-23	1	19	20	104	101	-1	-8	103
O=C(Nc1nccs1)c1ccc(Cl)c(S(=O)(=O)N2CCCCC2)c1	0.7	6	7	0	24	16	102	101	10	-2	101
O=C(O)COCC(=O)NC1CCN(Cc2ccccc2)CC1	x	8	4	8	3	x	101	u	x	x	103
CC(CCc1ccccc1)NC(=O)/C=C/c1ccccc1 (stereo unspecified)	0.1	-14	-10	-34	7	31	98	96	6	12	95
Cc1[nH]c2ccccc2c1N=Nc1ccc(F)cc1	0.7	13	-1	-4	14	10	103	103	8	0	104
Cc1ccc(NC(=O)N2CCN(c3ncccc3C(F)(F)F)CC2)cc1	x	-4	-9	9	4	x	94	u	x	x	90
COCC(C)n1c(C)cc(C(=O)CSc2nnnn2-c2ccc(O)cc2)c1C (stereo unspecified)	0.5	20	-33	x	13	12	104	108	4	-2	105

2 entries picked at random from the list so far, as already listed:
SMILES	ABCB1 block	Mcl1-Noxa inh	Mcl1 Bid PPI	Pf gamet viab	Avidin fluor	GSH bead fluor	RGS8-Gao reg	RGS7-Gao reg	ABCG2 inh	Bim-Mcl-1	RGS4-Gao reg
O=C(O)COCC(=O)NC1CCN(Cc2ccccc2)CC1	x	8	4	8	3	x	101	u	x	x	103
CN(C)C(=O)CN1CCN(c2nc3nonc3nc2N2CCCCC2)CC1	0.6	4	-19	x	6	19	100	101	0	-4	99

Later entries.
SMILES	ABCB1 block	Mcl1-Noxa inh	Mcl1 Bid PPI	Pf gamet viab	Avidin fluor	GSH bead fluor	RGS8-Gao reg	RGS7-Gao reg	ABCG2 inh	Bim-Mcl-1	RGS4-Gao reg
C=CCn1c(-c2cccc(OC)c2)n[nH]c1=S	-0.4	6	-38	7	6	9	97	103	-1	-6	97
COC(=O)Cc1c(O)ccn(Cc2ccc(OC)c(OC)c2)c1=O	0.8	8	-33	x	6	10	95	93	2	0	96
Nc1ccc2nc(CCCO)[nH]c2c1	x	30	-137	-17	8	x	101	u	x	x	102
COC(=O)c1ccccc1NC(=O)CSc1nnnn1-c1ccc(C)cc1C	0.4	7	3	x	9	53	99	94	2	0	94
Cc1cc(NC(=O)CSc2nnc(-c3ccc(S(=O)(=O)N4CCCC4)cc3)n2C)no1	-0.1	13	1	x	6	38	103	98	1	0	102
COCCCNC(=O)C1CC(=O)N(C2CCCC2)C1 (stereo unspecified)	1.2	17	-19	7	14	28	102	99	6	-3	101
O=C(CSc1ncc(-c2ccccc2)[nH]1)Nc1ccccc1	0.3	-5	-33	x	2	43	98	106	5	0	105
CCc1ccc(/C=C/C(=O)c2ccc(S(=O)(=O)N(C)C)cc2)cc1	-0.5	9	0	11	7	14	103	102	-2	-5	106
C=CCNC(=O)CC(=O)N/N=C/c1cccc(C)c1	-0.3	15	-10	17	10	12	102	103	2	-2	100
Cc1c(Cc2ccccc2)sc(NC(=O)/C=C/c2cccc3ccccc23)c1C(N)=O	-1.2	59*	-45	0	6	14	97	97	-12	-5	97
CCOC(=O)Cc1csc2nc3sc(C)c(C)c3c(=O)n12	-2.3	-25	-18	x	12	26	99	88	-2	-2	93
Cc1c(NC(=O)c2cc(-n3cnnc3)ccc2Cl)cccc1-c1nc2ccccc2s1	0.4	30	17	13	5	8	104	102	4	8	101
COc1ccc(CNC(=O)C2CCCN2C)cc1OC (stereo unspecified)	x	12	21	4	x	x	106	u	x	x	115
Cc1cc([N+](=O)[O-])cc(/C=N/n2c(C)nc3ccccc3c2=O)c1O	x	23	-48	18	7	x	99	u	x	x	102
Cc1ccc(C)c(NC(=O)COC(=O)CC2c3ccccc3CCN2S(=O)(=O)c2ccc(F)cc2)c1 (stereo unspecified)	1.6	10	-14	x	6	13	104	102	8	-3	103
Cn1cccc1C(=O)C(=O)Nc1cccc(Cl)c1Cl	0.2	8	-15	10	4	25	101	102	3	-4	104
COc1ccc(CCN2CC(C(=O)NCc3ccco3)CC2=O)cc1OC (stereo unspecified)	-0.2	12	-30	-4	7	37	93	90	0	0	92
O=C(CCCn1c(SCC(=O)NC2CCCCC2)nc2ccccc2c1=O)NCC1CCCO1 (stereo unspecified)	x	-9	-10	-19	6	17	99	99	x	5	98
CCCC(C)(C)NC(=O)CCCCC(=O)NC(C)(C)CCC	0.2	-13	-17	-2	8	4	101	99	0	5	102
COCCn1c(NCc2ccccc2)nc2c1c(=O)[nH]c(=O)n2C	0.2	-6	-64	14	9	7	104	105	2	0	104
N#Cc1ncc(C(F)(F)F)cc1Sc1ccccc1N	1.1	-6	1	6	8	55	104	105	2	2	102
NC(=O)c1ccccc1NC(=O)/C=C/c1ccc(Cl)cc1	0.2	29	5	x	30	30	99	113	4	0	102
CCOc1[nH]n(-c2ccc(Cl)cc2)c(=O)c1C=Nc1ccc(C)cc1	2.6	17	28	x	16	22	99	103	44	5	104
O=[N+]([O-])c1ccc(N=Nc2ccc(O)cc2O)cc1	0.4	29	-90	x	17	11	102	100	1	0	95
O=C(NC1CCCCC1)C1CCN(S(=O)(=O)c2cccc3cccnc23)CC1	0.9	31	45	x	10	22	101	102	7	0	101
CCOC(=O)CS(=O)(=O)c1nc(-c2ccccc2)cc(C(F)(F)F)n1	0.0	-23	-29	16	20	11	102	108	13	-5	100
Cc1ccc(/C=N/N2CCN(Cc3ccccc3)CC2)cc1	-2.1	1	-23	-8	11	17	100	98	-3	-1	99
O=C(O)c1ccc(-c2ccc(Cl)cc2Cl)o1	0.4	20	12	x	11	15	102	101	2	-1	104
O=C(CN1C(=O)CCSc2ccccc21)Nc1ccc2c(c1)OCCO2	0.5	8	-2	x	10	17	104	101	1	-1	105
O=C(CN1C(=O)c2cccc3cccc(c23)C1=O)N1CCCCC1	1.1	23	0	x	15	7	100	94	6	13	98
COc1ccc(NS(=O)(=O)c2csc(C(=O)Nc3ccccc3)c2)cc1	0.2	5	-10	2	26	11	105	100	1	-2	103
COc1cc(/C=N/Nc2ccc(S(N)(=O)=O)cc2[N+](=O)[O-])cc(OC)c1O	x	48	3	-3	3	x	99	u	x	x	99
O=C(O)C1CN(c2ncccc2[N+](=O)[O-])C1	1.1	7	-13	8	13	11	101	112	8	1	100
Cc1ccc(OC(C)C(=O)O)cc1C (stereo unspecified)	0.1	12	6	x	8	14	100	100	0	0	99
CCc1ccc2oc(C(=O)Nc3ccc(S(N)(=O)=O)cc3)c(C)c2c1	0.0	2	-10	-5	10	11	103	u	-1	0	104
Cc1ccc(S(=O)(=O)N(Cc2ccccc2)c2ccccc2C(=O)NCc2cccnc2)cc1	0.9	24	-9	x	15	16	103	100	1	-9	102
O=C(NNC1=NS(=O)(=O)c2ccccc21)c1ccccc1Cl	-0.1	-13	-19	17	13	10	102	104	0	-1	102
CCOC(=O)C1=C(CSc2nccn2C)NC(=O)NC1c1ccc(OC)cc1 (stereo unspecified)	0.3	9	-26	-19	9	61	120	113	3	-6	116
C=C(C)CNC(=S)Nc1nc2c(cc1C(=O)OCC)CCCC2	1.2	15	-63	14	13	6	101	100	12	-2	101
O=C1CC(c2cccc(F)c2)c2c(c3ccccc3[nH]c2=O)O1 (stereo unspecified)	0.1	-10	7	x	23	10	96	89	2	-2	90
O=C(O)c1cccc(NC2=Nc3cccc4cccc2c34)c1	x	6	-54	-5	8	x	103	u	x	x	106
O=C(NCc1ccc2c(c1)OCO2)c1ccc(S(=O)(=O)C(F)F)cc1	0.0	21	-27	17	15	76	102	96	0	-1	101
O=C(CSCc1ccc(Cl)cc1)N1CCN(Cc2ccc3c(c2)OCO3)CC1	-0.4	16	-15	x	24	22	103	102	-1	1	101
Nc1nc(N2CCN(C(=O)c3ccco3)CC2)nc2ccccc12	-0.6	36	11	-3	5	20	102	102	5	-3	98
Cc1ccc(C)c(OCC(=O)N/N=C/c2c(C)nn(-c3ccccc3)c2Cl)c1C	0.6	12	-11	16	3	7	103	98	4	0	98
CC(=O)C1=C(C)NC(=O)NC1c1ccc(Cl)cc1 (stereo unspecified)	0.2	54*	-32	3	9	11	97	93	1	0	96
CCCCNC(=S)NNC(=O)c1cc(C)on1	0.5	13	-56	x	9	20	98	99	2	-3	99
Cn1cc([N+](=O)[O-])c(C(=O)NNC(=O)c2ccc([N+](=O)[O-])cc2)n1	1.3	3	1	x	26	10	106	105	4	0	104
c1ccc(Cn2c(-c3cccs3)nc3nc4ccccc4nc32)cc1	0.3	-6	-7	x	12	11	101	96	2	-1	95
CC(=O)N1CCc2cc(C(=O)CN3CCN(c4cccc(Cl)c4)CC3)ccc21	0.3	30	-11	x	7	22	122	114	1	-3	109
Cn1nc(-c2ccccc2)cc1NC(=O)Nc1ccccc1F	x	21	-9	-27	7	x	102	u	x	x	123
